bovine MsrA act: activators of bovine methionine sulfoxide reductase A; AID 602163; activation, % at 10.6 µM; purified bovine MsrA, absorbance read-out; actives 0.3% (n = 360,000); in the data active = activation above about 7.5%;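 note: 0% = vehicle and 100% = reference activator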
FAS-TE inh: FAS thioesterase (human) inhibition | recombinant FAS-TE, OMFH fluorogenic substrate, fluorescence endpoint | inhibition, % at 15 µM | actives 0.67% (n = 360,000) | P49327;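 active = compounds whose normalised, plate-corrected inhibition of enzyme fluorescence in the single-dose primary screen is 50% or more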;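 note: 0% = DMSO with enzyme and 100% = substrate without enzyme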
SKN-1 block: blocks SKN-1 activity in C. elegans. C. elegans VP596 Pgst-4::GFP/RFP ratio, acrylamide-induced, 24 h. inhibition, % at 21.8 µM. actives 0.49% (n = 360,000);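 active = interference check ratio from 0.5 to 1.5 plus GFP to RFP signal ratio inhibition reaching or exceeding a fixed threshold, cut at about 30% in these data, passing the limit was not always enough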; note: some compounds called inactive have numbers as strong as hits
Neddyl block: blocks human cullin neddylation. P61081+Q13564. TR-FRET cullin neddylation, biochemical. calls only at 25 µM. actives 0.58% (n = 360,000). AID 651699; in the data active = inhibition above about 36%
Target sequence (P61081 whole entry, looked up): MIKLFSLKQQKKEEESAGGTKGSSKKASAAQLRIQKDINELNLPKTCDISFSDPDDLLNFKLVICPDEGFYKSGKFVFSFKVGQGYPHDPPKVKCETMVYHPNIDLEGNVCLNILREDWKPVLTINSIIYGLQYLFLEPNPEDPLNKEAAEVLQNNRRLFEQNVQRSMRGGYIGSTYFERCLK
Target sequence (Q13564 whole entry, looked up): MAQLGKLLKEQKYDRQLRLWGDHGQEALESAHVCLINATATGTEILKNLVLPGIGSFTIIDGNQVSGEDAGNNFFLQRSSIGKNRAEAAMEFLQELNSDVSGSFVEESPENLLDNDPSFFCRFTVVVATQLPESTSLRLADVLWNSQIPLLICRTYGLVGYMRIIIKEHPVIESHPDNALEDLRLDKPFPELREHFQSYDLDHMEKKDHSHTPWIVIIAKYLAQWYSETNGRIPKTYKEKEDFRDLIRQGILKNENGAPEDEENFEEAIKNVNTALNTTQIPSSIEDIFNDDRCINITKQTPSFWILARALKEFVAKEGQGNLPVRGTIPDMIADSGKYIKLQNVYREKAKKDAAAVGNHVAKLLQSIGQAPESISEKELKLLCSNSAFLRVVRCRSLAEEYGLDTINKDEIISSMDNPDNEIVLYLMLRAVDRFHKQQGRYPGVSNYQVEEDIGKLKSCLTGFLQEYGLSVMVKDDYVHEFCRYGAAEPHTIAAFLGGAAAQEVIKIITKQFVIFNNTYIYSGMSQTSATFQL
Rin1-Abl PPI inh: blocks binding of human Rin1 to Abl | TR-FRET Rin1/Abl binding, biochemical | inhibition, % at 7.35 µM | P00519+Q13671 | actives 0.4% (n = 360,000) | AID 588664; in the data active = inhibition above about 5%, passing the limit was not always enough
PABP1 MLLE inh: inhibitors of microRNA-mediated deadenylation, human PABP1 MLLE binding | P11940 | GST-MLLE / FITC-PAM2 fluorescence polarization | inhibition, % at 20 µM | actives 0.36% (n = 360,000); in the data active = inhibition above about 35%, passing the limit was not always enough;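 note: plate controls were DMSO wells with GST-MLLE for no effect and wells lacking GST-MLLE protein for full effect; some results filed as inactive read as strong as hits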
MT1-MMP act inh: inhibitors of human MT1-MMP activation | HT1080 RFP-PRO-GFP cells, GFP/RFP ratio fluorescence, overnight; percent of plate control window, DMSO zero | GFP/RFP ratio change, % at 20 µM | actives 0.061% (n = 360,000);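 active = GFP/RFP ratio change of at least 30% with cell ATP level not reduced by more than half and red fluorescence within 50% of control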; note: strong numbers were not always called active
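Assay system: HT1080 RFP-PRO-GFP cells. Benchmarks: DMSO vehicle wells and RFP-L50D-GFP reporter cell wells. Times: overnight cell settling, then overnight compound exposure, 37 °C, 5% CO2. Compound: 20 µM single dose, 1% DMSO. Read-out basis: GFP/RFP fluorescence ratio.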
E coli Lon inh: E. coli protease La inhibition. actives 0.42% (n = 360,000). inhibition, % at 7.94 µM. purified E. coli Lon protease, fluorescence polarization; in the data active = inhibition above about 13%, passing the limit was not always enough;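 note: 0% = enzyme with probe and DMSO and 100% = no enzyme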
CendR NRP1 mod: modulators of CendR peptide binding to human neuropilin-1. actives 0.85% (n = 360,000). AID 602438. inhibition, % at 25 µM. FAM-RPARPAR peptide binding to NRP-1, fluorescence polarization;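 active = inhibition or corrected inhibition above about 18%, plus a signal ratio from 0.5 to 1.5, limit read from the data, passing the limit was not always enough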; note: strong numbers were not always called active
* marks the source's active call; other numbers are inactive results; i = inactive; x = not tested or not shown. Outcome played no part in choosing rows. Share with any hit: about 4%.

SMILES	bovine MsrA act	FAS-TE inh	SKN-1 block	Neddyl block	Rin1-Abl PPI inh	PABP1 MLLE inh	MT1-MMP act inh	E coli Lon inh	CendR NRP1 mod
Cc1cc(C)cc(C(=O)n2cnnc2N)c1	0.9	-6.0	-10.3	i	-0.4	-3.2	-1.9	3.8	-3.3
Cc1cc(C)n2nnnc2n1	-2.7	-3.3	-5.9	i	0.0	3.9	-0.4	-2.3	18.7
NS(=O)(=O)c1ccc(CCNC(=O)c2ccc(S(=O)(=O)N3CCCCC3)cc2)cc1	-0.8	-3.3	11.8	i	-0.2	-2.7	2.5	-1.1	11.1
CNC(=S)Nc1cccc2[nH]ncc12	-2.8	-12.0	0.0	i	-14.7	11.2	4.5	-0.3	-12.7
CCn1c(=O)c(=O)n(CC)c2cc(S(=O)(=O)N3CCc4ccccc43)ccc21	-1.4	0.8	6.6	i	-2.2	-4.2	-2.7	-1.6	-7.9
Cc1cccc(C(=O)OC2CCOC2=O)c1C (centres undefined)	-6.3	-3.3	-4.4	i	2.5	-0.2	-2.5	-0.9	3.8
Cc1cc(N2C(=O)CC(N3CCN(c4ccc(C(=O)c5cccs5)cc4)CC3)C2=O)no1 (centres undefined)	-5.2	-1.1	17.8	i	-9.0	15.7	-0.1	-2.5	-7.9
O=C(Nc1ccc2c(c1)OCO2)C(=O)c1c[nH]c2ccccc12	-4.3	-3.8	13.0	i	-1.7	-8.2	-0.6	-5.7	-25.6
CCCC(=O)Nc1ccc2c(c1)nc(CN1CCN(C(=O)OCC)CC1)n2CC	-1.6	-7.4	6.6	i	4.2	4.7	-7.5	-4.8	6.6
O=C(CSc1nnc2c(Cl)cc(Cl)cn12)NC1CCS(=O)(=O)C1 (centres undefined)	-2.6	-7.3	-3.4	i	-0.2	-17.8	1.2	-1.6	15.3
O=C(Nc1ccc(S(=O)(=O)NC2=NCCCCC2)cc1)C1COc2ccccc2O1 (centres undefined)	-2.2	-2.6	3.5	i	-3.7	-0.7	-3.5	-5.0	12.7
Cc1ccc(-c2nnc(N3CCOCC3)c3ccccc23)cc1S(=O)(=O)N(C)C	-1.7	2.3	7.5	i	-5.0	-11.2	0.9	-9.7	1.7
O=C(Nc1ccc(Cc2ccncc2)cc1)C1CCC(N2C(=O)C3CCCCC3C2=O)CC1 (centres undefined)	-2.1	-9.7	4.9	i	2.6	-1.6	8.1	-1.4	-1.5
CC(OC(=O)CNC(=O)c1ccccc1)C(=O)Nc1ccc(S(=O)(=O)N2CCOCC2)cc1 (centres undefined)	-8.3	-5.7	5.5	i	3.2	-7.8	2.3	-0.6	5.8
O=c1c(-c2ccccc2Cl)c[nH]n1-c1ccccc1	-5.2	-0.4	-12.5	i	3.6	-20.5	-5.7	-2.8	-2.5
CN1C(=O)/C(=N/OC(=O)c2ccccc2Br)c2ccccc21	-9.6	8.5	-6.0	i	2.1	5.4	1.8	-8.2	7.1
CC(=O)Nc1ccc(S(=O)(=O)N2CCN(C(=O)CCC3CCCC3)CC2)cc1	-8.0	1.1	13.3	i	-1.5	7.9	1.6	3.7	-0.8
Cc1ccc(-c2csc(C3=C(O)CN(NC(=O)c4ccc([N+](=O)[O-])cc4)C3=N)n2)cc1	-6.2	-8.1	12.9	i	0.6	-1.6	-1.2	-9.4	-10.4
N#C/C(C(=O)N1CCOCC1)=C1/SC(Cc2ccccc2Cl)C(=O)N1c1ccccc1 (centres undefined)	-4.0	-4.3	4.6	i	0.3	26.4	-15.2	-3.3	3.3
O=c1[nH]c(C2CCN(S(=O)(=O)c3ccccc3F)CC2)nc2c1nnn2Cc1ccc(OC(F)(F)F)cc1	-3.1	27.5	-3.2	i	3.5	-6.6	2.0	-5.3	10.5
c1ccc(CCC2CCCCN2Cc2cn[nH]c2-c2cc3ccccc3o2)nc1 (centres undefined)	-3.1	-3.4	1.9	i	-0.4	11.7	1.7	1.0	-0.3
CCOc1ccc(-c2cc(C(=O)N3CCC(C)CC3)c3ccccc3n2)cc1	-4.5	12.4	-26.2	x	1.9	-0.5	-4.4	-1.2	9.2
CCOC(=O)[C@]12CCC=C1N(Cc1ccco1)C(=O)[C@H](CC(=O)NCCCOC)C2	-4.8	-6.9	1.4	i	x	x	0.7	-10.7	-11.5
COC(=O)c1sc(=S)n(-c2ccccc2)c1N	-4.0	-3.8	-19.4	i	-3.7	30.0	-0.1	-0.1	-2.5
COc1ccc(S(=O)(=O)N(n2c(C)nnc2-n2nc(C)cc2C)S(=O)(=O)c2ccc(OC)cc2)cc1	-7.6	-9.6	-22.4	i	-1.7	15.9	-2.1	-5.5	-12.4
COc1ccc(Cl)cc1N(CC(=O)Nc1ccc2c(c1)OCCO2)S(C)(=O)=O	-0.1	4.4	-7.9	i	-3.2	-17.7	0.1	-5.7	1.3
CC[C@]12c3[nH]c4cc(CCC(=O)N(C)C)ccc4c3CCN1C(=O)[C@@H](CC(=O)NCCN1CCOCC1)C[C@@H]2C(=O)N1CCN(C(=O)C2CC2)CC1	0.7	-6.0	-2.6	i	0.5	-2.8	3.2	0.2	10.7
Cc1ccc(NC(=O)c2c(C(F)(F)F)nn(C)c2SCc2ccc(Cl)cc2)cc1C	-12.0	35.1	2.8	i	1.7	-1.8	-14.4	-0.3	-0.2
O=C(c1ccc(S(=O)(=O)N2CCOCC2)cc1)N(Cc1ccco1)Cc1cccs1	-5.8	6.0	-29.2	i	4.5	14.1	-4.8	0.2	4.8
O=c1[nH]c2ccccc2n1Cc1ccc(Cl)cc1	-1.2	-7.6	-11.2	i	3.1	-9.8	1.7	2.6	-5.6
COc1ccc(CNC(=O)COC(=O)c2cc(-c3ccc(Cl)s3)nc3ccccc23)cc1	2.0	24.0	-6.0	i	-3.6	-22.2	-0.8	-3.7	-10.0
CCOc1ccc(C2C(=O)N(C3CCCCC3)CC(=O)N2CC2CCCO2)cc1OC (centres undefined)	-3.7	-5.8	-12.5	i	-2.4	-0.2	-5.1	7.5	-1.9
O=C(COC(=O)C1CCCO1)Nc1nc(-c2ccc(F)cc2)cs1 (centres undefined)	-2.8	-4.1	4.6	i	-0.9	-11.0	0.9	-4.2	-2.2
O=C(COc1ccc(S(=O)(=O)N2CCCC2)cc1)Nc1ccc(F)cc1	-7.4	8.2	18.4	i	-1.7	-2.7	5.3	1.2	-6.4
CCc1cc(C(=O)N(C)CC(=O)N(CC(C)C)c2c(N)n(CC(C)C)c(=O)[nH]c2=O)sc1C	-3.9	-3.4	17.9	i	2.9	2.9	1.1	-3.6	-7.3
O=C(CN1C(=O)NC(c2ccc(F)cc2)C1=O)Nc1ccc2c(c1)OCCO2 (centres undefined)	-7.2	-1.4	17.3	i	6.2	21.2	7.7	14.5	3.6
CCCn1c(SCC(=O)N2CCc3ccccc3C2)nc(O)cc1=O	-3.4	-4.9	8.3	i	-1.9	23.3	-0.4	5.3	-9.9
CCOC(=O)C1=C(C)NC(=O)NC1c1ccc(Cl)cc1Cl (centres undefined)	-0.6	0.5	23.5	i	0.6	3.1	1.7	-6.8	12.7
Cc1ccc(SCC(=O)NC(C)(C)C)cc1	-8.2	-8.1	-12.5	i	-1.4	7.9	-0.3	-6.9	1.7
CCCCN1C(=O)C2NN=C(C(=O)OC)C2C1=O (centres undefined)	-2.2	-9.2	19.8	i	4.8	12.3	1.1	-8.5	3.4
O=C(CCC(=O)Nc1ccc(F)cc1)N/N=C/c1ccccc1O	-3.1	-2.4	-1.9	i	-2.0	-6.7	5.0	1.9	-2.2
O=C(NCCc1cn2ccccc2n1)c1ccccc1F	2.1	-2.0	-2.6	i	-1.1	-0.6	3.2	1.3	20.5
C/C(Cn1nc([N+](=O)[O-])cc1C)=N\NC(=O)COc1c(Cl)cc(Cl)cc1Cl	-3.4	0.9	2.1	i	0.4	5.9	-3.0	-16.4	-6.9
Cc1ccc(Cc2c(C3CCCCC3)nc3ccc(C)cn23)cc1	-3.3	15.7	1.8	i	2.3	-7.4	-4.3	-7.1	-5.3
Cc1ccc(N/C=C/C(=O)c2ccccc2)cc1C	-1.8	6.8	-0.4	i	-0.4	-0.9	-2.1	-8.4	-11.1
COc1ccc(NS(=O)(=O)c2ccc(S(=O)(=O)N(C)C)cc2)cc1S(N)(=O)=O	-3.1	-3.1	3.8	i	-0.5	5.0	0.4	-3.1	5.6
COCCNC(=O)Cn1ncc2ccsc2c1=O	-3.2	-5.1	-8.7	i	0.3	-6.8	1.7	-9.4	-7.6
COC(=O)C=CC(=NNc1ccccc1)c1ccccc1	-5.5	28.5	16.6	i	9.1*	-1.1	1.8	6.4	11.6
CC(C)c1cccc(-c2ccc3c(c2)S(=O)(=O)c2cccc(C(=O)NCc4ccccc4)c2C3=O)c1	-3.5	-2.3	25.3	i	4.9	-1.0	-0.7	-8.0	0.9
Cc1ccc(S(=O)(=O)CCC(=O)OCC(=O)NC(C)c2ccc(F)cc2)cc1 (centres undefined)	-4.2	-2.7	-0.8	i	-0.1	8.5	-0.1	1.4	5.2
NC(=O)C1CCN(C2=C(Cl)C(=O)c3ccccc3C2=O)CC1	3.1	51.8*	10.5	i	-2.0	38.1	6.1	-6.1	22.3
Cc1ccc(-n2c(=O)cc(N3CCN(Cc4ccccc4)CC3)[nH]c2=O)cc1	-1.4	-2.5	5.0	i	2.0	13.1	3.9	4.1	1.0
CSc1nc(O)c(Nc2cccc(Cl)c2)c(=O)[nH]1	-8.5	-7.2	-5.1	i	-0.5	5.2	-2.3	-3.5	-8.4
CC(C)(C)OC(=O)N[C@@H](Cc1ccccc1)C(=O)N[C@@H](CO)[C@H](O)[C@@H]1C[C@@H]1C(=O)NC1CC1	-2.7	-11.9	14.2	i	-0.6	-7.2	4.9	8.8	6.0
CN(C)S(=O)(=O)c1cccc(C(=O)N(Cc2ccc(F)cc2)Cc2ccco2)c1	-1.5	12.3	-7.1	i	0.7	-3.7	3.8	6.6	0.1
COc1ccc(C(c2nnnn2CCc2ccccc2)N2CCN(C)CC2)cc1OC (centres undefined)	-3.3	-6.2	7.4	i	-1.3	5.0	-1.4	1.0	1.1

Reformatted with each value named: part of the list above.
> NC(=O)C1CCN(C2=C(Cl)C(=O)c3ccccc3C2=O)CC1
- bovine MsrA act: 3.1
- FAS-TE inh: 51.8*
- SKN-1 block: 10.5
- Neddyl block: i
- Rin1-Abl PPI inh: -2.0
- PABP1 MLLE inh: 38.1
- MT1-MMP act inh: 6.1
- E coli Lon inh: -6.1
- CendR NRP1 mod: 22.3

> CN(C)S(=O)(=O)c1cccc(C(=O)N(Cc2ccc(F)cc2)Cc2ccco2)c1
- bovine MsrA act: -1.5
- FAS-TE inh: 12.3
- SKN-1 block: -7.1
- Neddyl block: i
- Rin1-Abl PPI inh: 0.7
- PABP1 MLLE inh: -3.7
- MT1-MMP act inh: 3.8
- E coli Lon inh: 6.6
- CendR NRP1 mod: 0.1

> Cc1ccc(-n2c(=O)cc(N3CCN(Cc4ccccc4)CC3)[nH]c2=O)cc1
- bovine MsrA act: -1.4
- FAS-TE inh: -2.5
- SKN-1 block: 5.0
- Neddyl block: i
- Rin1-Abl PPI inh: 2.0
- PABP1 MLLE inh: 13.1
- MT1-MMP act inh: 3.9
- E coli Lon inh: 4.1
- CendR NRP1 mod: 1.0

> COc1ccc(C(c2nnnn2CCc2ccccc2)N2CCN(C)CC2)cc1OC (centres undefined)
- bovine MsrA act: -3.3
- FAS-TE inh: -6.2
- SKN-1 block: 7.4
- Neddyl block: i
- Rin1-Abl PPI inh: -1.3
- PABP1 MLLE inh: 5.0
- MT1-MMP act inh: -1.4
- E coli Lon inh: 1.0
- CendR NRP1 mod: 1.1

Screening results as filed in PubChem.
